yeast cln2 rad14: NCI yeast anticancer drug screen, S. cerevisiae cln2 rad14 strain. % growth inhibition at 50 µM. 8.3% of 78,000 active;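 further: 0% = growth of vehicle-only cultures of the same strain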
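Each compound was tested on cln2 rad14 yeast. Inhibition of growth was calculated against vehicle-exposed controls.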
rad50: NCI yeast anticancer drug screen, S. cerevisiae rad50 strain; % growth inhibition at 50 µM; 10% of 79,000 active; AID 155;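 further: 0% = growth of vehicle-only cultures of the same strain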
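DNA repair mutant yeast, compound exposure, growth read-out; inhibition is taken relative to vehicle.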
yeast mlh1 rad18: NCI yeast anticancer drug screen, S. cerevisiae mlh1 rad18 strain; % growth inhibition at 50 µM; 11% of 79,000 active;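 further: 0% = growth of vehicle-only cultures of the same strain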
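A repair-deficient yeast strain is exposed to test compound, and growth is scored relative to vehicle-treated controls.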
yeast sgs1 mgt1: NCI yeast anticancer drug screen, S. cerevisiae sgs1 mgt1 strain. % growth inhibition at 50 µM. 10% of 78,000 active;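 further: 0% = growth of vehicle-only cultures of the same strain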
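Yeast cells carrying a defined DNA-repair defect were exposed to test compounds. Growth inhibition was measured relative to vehicle-treated controls.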
yeast bub3: NCI yeast anticancer drug screen, S. cerevisiae bub3 mutant strain; % growth inhibition at 50 µM; 9.9% of 78,000 active; AID 167;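 further: 0% = growth of vehicle-only cultures of the same strain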
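In this screen, a yeast mutant lacking normal mitotic checkpoint function is challenged with compound. Relative growth versus vehicle gives the inhibition value.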
yeast mec2-1: NCI yeast anticancer drug screen, S. cerevisiae mec2-1 strain. growth inhibition, % at 50 µM. 9% of 79,000 active;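 further: 0% = growth of vehicle-only cultures of the same strain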
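Strain: mec2-1 (DNA repair/cell cycle alteration). Compound exposure, then growth measured; inhibition expressed relative to vehicle.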
* = called active by the depositor; nt = not tested or not shown; & = joins results of further samples. No stated cut-off is given here; in the data, active means growth inhibition above about 70%; inactive means the rest. An excerpt. The share of hits here may be higher or lower than overall.

SMILES | yeast cln2 rad14 | rad50 | yeast mlh1 rad18 | yeast sgs1 mgt1 | yeast bub3 | yeast mec2-1
C1CCNCC1.COc1ccccc1C(=O)[CH-]C(=O)C(F)(F)F.COc1ccccc1C(=O)[CH-]C(=O)C(F)(F)F.COc1ccccc1C(=O)[CH-]C(=O)C(F)(F)F.COc1ccccc1C(=O)[CH-]C(=O)C(F)(F)F.[Eu+3] | 34 | 56 | 64 | 49 | 30 | 49
O=C(Nc1cccc(S(=O)(=O)F)c1)c1cccc([N+](=O)[O-])c1 | 92* | 96* | 97* | 99* | 96* | 95*
Cc1cc(Br)c(O)c(Br)c1 | 19 | 14 | 18 | 25 | 3 | 29
CC1=CC(=O)C=CC1=O | 12 | 39 | 55 | 29 | 11 | 52
O=[As]c1ccc([N+](=O)[O-])cc1 (stereo not drawn) | 99* | 100* | 99* | 100* | 99* | 100*
CNC(=O)c1cc(N(CCCl)CCCl)c([N+](=O)[O-])cc1[N+](=O)[O-] | 10 | -3 | 19 | -6 | -3 | -18
Cc1cccc([N+](=O)[O-])c1 | 3 | 12 | -10 | -4 | -23 | -4
C=CC(C)(C)C12CC3C(=O)N/C(=C\c4cnc[nH]4)C(=O)N3C1Nc1ccccc12 (stereo not drawn) | 1 | -33 | -15 | 8 | -6 | -11
CC(=O)[O][Hg][c]1cc[c]([Hg])s1 | 99* | 100* | 99* | 100* | 99* | 99*
CCN(CCCl)c1cc(CN(C)C)cc(NC(=O)c2ccc(C(=O)Nc3ccccc3)cc2)c1 | 26 | 1 | 12 | 5 | 24 | -18
CCCn1cc2c3c(cccc31)[C@H]1C[C@@H](C)CN(C)[C@@H]1C2 | 45 | 49 | 36 | 41 | 44 | 45
COc1ccc(NC(=O)COc2cccc(Cl)c2)cc1S(=O)(=O)F | -3 | 4 | 1 | 14 | 30 | 32
Oc1ccc(Nc2c3ccc(Cl)cc3nc3ccc(-c4ccccc4)cc23)cc1CN(CCCl)CCCl | 98* | 98* | 98* | 99* | 94* | 99*
c1ccc(CCN2CCCCC2)cc1 | -2 | 23 | 34 | 10 | -14 | -5
O=C(O)COc1cc(Cl)c(Cl)cc1Cl (tested in a mixture with another compound) | -16 | -1 | -7 | -5 | -1 | 5

Ordered by heavy-atom count (high to low): three of the compounds above
SMILES | yeast cln2 rad14 | rad50 | yeast mlh1 rad18 | yeast sgs1 mgt1 | yeast bub3 | yeast mec2-1
COc1ccc(NC(=O)COc2cccc(Cl)c2)cc1S(=O)(=O)F | -3 | 4 | 1 | 14 | 30 | 32
CC(=O)[O][Hg][c]1cc[c]([Hg])s1 | 99* | 100* | 99* | 100* | 99* | 99*
Cc1cc(Br)c(O)c(Br)c1 | 19 | 14 | 18 | 25 | 3 | 29

Next section.
SMILES | yeast cln2 rad14 | rad50 | yeast mlh1 rad18 | yeast sgs1 mgt1 | yeast bub3 | yeast mec2-1
Cc1cc2n[se]nc2cc1C | 6 | 18 | 22 | 21 | -7 | -9
CCOc1ccc(CC(c2ccccc2)N(CCCl)CCCl)cc1 (stereo not drawn) | -2 | 23 | 49 | 32 | -9 | 18
Cc1cccc(-n2c(C)nc3ccccc3c2=O)c1C | -3 | -15 | -13 | -3 | -1 | -1
C[N+](C)(C)CC1CCCC1=O (stereo not drawn) | 19 | 52 | 23 | 25 | 8 | 21
NP(Cl)(c1ccccc1)(c1ccccc1)c1ccccc1 | nt | -1 | -27 | nt | nt | -15
COc1ccc(NC2=NCCO2)c2c1CCCC2 | 12 | -14 | -5 | -33 | 17 | -11
O=C1NC(=O)C(=Cc2ccccn2)C(=O)N1 | 19 | -1 | 2 | 0 | -6 | -25
O=[C-]C(F)(F)F.[C-]#[O+].[C-]#[O+].[C-]#[O+].[Mo].[c-]1[c-][c-][cH-][c-]1 | 26 | 5 | 7 | 1 | 21 | 13
CC(=O)OC1CC2CC(=O)CC1N2C (stereo not drawn) | -3 | -30 | -29 | -4 | -14 | -38
Nc1nc(N)c(N)c(N)n1 | -3 | 3 | 34 | 15 | -3 | 2
C[N+](C)(C)Cc1ccc2ccccc2c1Br | 10 | 30 | 21 | 10 | 0 | 7
N#Cc1ccc(CCl)cc1 | -6 | 39 | 42 | 7 | 3 | 8
N#CC(CCN1CCC(Nc2ccccc2)(c2nnnn2C2CCCCC2)CC1)(c1ccccc1)c1ccccc1 | -5 | -14 | -22 | 4 | 4 | -17
CC(S(C)(=O)=O)S(C)(=O)=O | -44 | 6 | -9 | -5 | 6 | -18
[N-]=[N+]=Nc1c([N+](=O)[O-])c(=O)n2c3c(cccc13)CCC2 | 91* | 86* | 90* | 93* | 90* | 89*
CCN(CC)C1CC(O[C@H]2C[C@](O)(C(=O)CO)Cc3c(O)c4c(c(O)c32)C(=O)c2c(OC)cccc2C4=O)OC(C)C1O (stereo partly drawn) | 99* | 99* | 99* | 99* | 99* | 99*
O=[N+]([O-])c1ccc2sc3ccccc3c2c1 | 44 | 63 | 59 | 26 | -3 | 12
O=P(OCCCl)(N1CC1)N1CC1 | 4 | -10 | 18 | -16 | -2 | 2
NC(N)=NN(N=O)C1CCCCC1 | -35 | 4 | 6 | -8 | -10 | 5
CN(C)c1ccc(C=Cc2ccc([N+](=O)[O-])cc2)cc1.[C-]#[O+].[C-]#[O+].[C-]#[O+].[Cr] | 25 | -16 | -10 | -12 | -7 | -5
O=C(O)CCCCCC1CCCCC1 | -6 | 16 | 66 | 44 | 9 | 5
CC(=O)CCC(C)=O | -5 | 16 | -9 | -11 | -11 | 2
Cc1ccc(N=C2OP(=O)(Nc3ccc(C)cc3)Oc3ccccc32)cc1 (stereo not drawn) | 0 | -11 | -20 | -24 | -6 | -45
CCS(=O)(=O)C1=CC23CCN(C)C(Cc4ccc(OC)c(O)c42)C3C=C1 (stereo not drawn) | 9 | -2 | 13 | -10 | 0 | -5
CNN(C)P(=O)(Oc1ccccc1)N(C)NC | 8 | 6 | -5 | -9 | -2 | -7
Nc1ccc(C(F)(F)F)cc1 | -10 | 1 | 37 | 3 | 3 | -10
C(=NC1CCCCC1)c1c[nH]c2ccccc12 | 5 | -25 | -18 | -5 | -28 | -40
CN(C)CCC(O)c1c[nH]c2ccccc12 (stereo not drawn) | -5 | 6 | 1 | -4 | 1 | 1
CCC(C#N)N1CC1 (stereo not drawn) | 18 | -7 | 6 | -6 | -4 | 13
CC[C@@H](C)[C@@H]1NC(=O)C(NC(=O)C(CC(C)C)N(C)C(=O)C2CCCN2C(=O)C(C)O)C(C)OC(=O)C(Cc2ccc(OC)cc2)N(C)C(=O)C2CCCN2C(=O)C(CC(C)C)NC(=O)C(C)C(=O)C(C(C)C)OC(=O)C[C@H]1O (stereo partly drawn) | 81* | 81* | 80* | 83* | 85* | 84*
CC(C)CCC(=O)O[C@H]1CC[C@@]2(C)C(=CC[C@@H]3[C@@H]2CC[C@]2(C)C(=O)CC[C@@H]32)C1 | 17 | 26 | 23 | 11 | 2 | 8
CNC(=O)Oc1cccc(NC(=O)OC(C)(C)C)c1 | 1 | 4 | 15 | 27 | 29 | 15
CC(=O)NC1C(O[C@H]2CC[C@@]3(C)C(CC[C@]4(C)C3CC=C3C5CC(C)(C)CC[C@]5(C(=O)O)CCC34C)C2(C)C)OC(CO)C(O)C1O (stereo partly drawn) | 91* | 91* | 90* | 90* | 91* | 93*
Oc1ccc(O)c(Cl)c1 | 12&-41 | -1&-20 | 16&15 | 9&22 | -17&2 | -17&-28
CCCCCCC(=O)[O][Hg][c]1ccccc1 | 99* | 99* | 100* | 100* | 99* | 100*
Clc1nc(Cl)nc(Nc2ccccc2Cl)n1 | 96* | 99* | 97* | 99* | 99* | 97*
Cc1ccccc1-n1c(CCl)nc2ccc(Br)cc2c1=O | 6 | 18 | 27 | 13 | 1 | 3
Fc1ccccc1C(Cl)Cl | -12 | -16 | -2 | -34 | -30 | -25
Cc1ccc([C@H]2N[C@@H]2c2ccccn2)cc1 | 30 | 6 | 19 | 3 | -3 | 7
CC(=O)OCCCN1/C(=C/C=C2\CCC(/C=C/c3sc4cc5ccccc5cc4[n+]3CCCOC(C)=O)=C2N(c2ccccc2)c2ccccc2)Sc2cc3ccccc3cc21 | -4 | 35 | 36 | 5 | 2 | 12
Cc1cccc(-c2cc(Cl)c3cc(S(=O)(=O)F)ccc3n2)c1 | nt | -1 | -33 | nt | nt | -25
CC1CC(C)(O)CC(C(O)CC2CC(=O)NC(=O)C2)C1=O (stereo not drawn) | 56 | 56 | 68 | 48 | 67 | 51
O=C1OC(c2ccccc2)(c2ccccc2)C(=O)OC1(c1ccccc1)c1ccccc1 | 0 | 17 | 19 | 8 | 10 | -14
O=C(O)c1cccc(Cl)c1 | 11 | 32 | 8 | 19 | 26 | 6
O=C(NC1CCCCC1)C(Cl)(Cl)Cl | -52 | -3 | -5 | -2 | -5 | -18

Entries of single compounds, quoted from the list. Screens in order: yeast cln2 rad14, rad50, yeast mlh1 rad18, yeast sgs1 mgt1, yeast bub3, yeast mec2-1
`CCC(C#N)N1CC1` (stereo not drawn) is listed as 18, -7, 6, -6, -4, 13
`Oc1ccc(Nc2c3ccc(Cl)cc3nc3ccc(-c4ccccc4)cc23)cc1CN(CCCl)CCCl` is listed as 98*, 98*, 98*, 99*, 94*, 99*
`O=C1NC(=O)C(=Cc2ccccn2)C(=O)N1` is listed as 19, -1, 2, 0, -6, -25
`Nc1nc(N)c(N)c(N)n1` is listed as -3, 3, 34, 15, -3, 2
`N#Cc1ccc(CCl)cc1` is listed as -6, 39, 42, 7, 3, 8

The listing continues.
SMILES | yeast cln2 rad14 | rad50 | yeast mlh1 rad18 | yeast sgs1 mgt1 | yeast bub3 | yeast mec2-1
N#CC(C#N)=Cc1c(O)ccc2ccccc12 | 61 | 78* | 82* | 66 | 68 | 51
CNC(=O)O/N=C/c1cccc(/C=N/OC(=O)NC)c1 | 50 | 0 | 11 | 3 | 29 | 14
COC[n+]1cccc(C2CCC[N+]2(C)C)c1 (stereo not drawn) | 10 | 6 | 16 | 7 | 2 | 1
O=Cc1cn(CCCCCn2cc(C=O)c3ccccc32)c2ccccc12 | -5 | -39 | -7 | -33 | -9 | -77
COC1C(O)C(C)OC(O[C@@H]2C[C@H]3CC[C@@H]4[C@H](CC[C@]5(C)[C@@H](C6=CC(=O)OC6)CC[C@]45O)[C@@]3(C)[C@H](O)C2)C1O (stereo partly drawn) | -6 | 1 | 4 | -4 | 1 | -12
NC(=O)c1ccc(C(=O)Nc2ccc([As](=O)(O)O)cc2)cc1 | 49 | -4 | -16 | -43 | -13 | -27
CCOP(=O)(OCC)/C(C#N)=C/c1cccn1C | -17 | -1 | -7 | -44 | -22 | -33
CCOC(=O)C(c1ccsc1)P(=O)(OCC)OCC (stereo not drawn) | 57 | 69 | 61 | 61 | 67 | 67
Cc1cc(NC(=O)Oc2ccc([N+](=O)[O-])cc2)ccc1S(=O)(=O)F | 4 | 2 | 35 | 14 | 29 | 39
CC(=O)O[C@H]1C(=O)[C@]2(C)[C@@H](OC(C)=O)CC3OC[C@@]3(OC(C)=O)[C@H]2[C@H](OC(=O)c2ccccc2)[C@]2(O)C[C@H](OC(=O)[C@H](OC(C)=O)[C@@H](NC(=O)c3ccccc3)c3ccccc3)C(C)=C1C2(C)C (stereo partly drawn) | 5 | 7 | 13 | 4 | 6 | -16
CCC1CC2CCC(O2)C(C)C(=O)OC(C)CC2CCC(O2)C(C)C(=O)OC(CC)CC2CCC(O2)C(C)C(=O)OC(C)CC2CCC(O2)C(C)C(=O)O1 (stereo not drawn) | 66 | 82* | 73* | 81* | 79* | 85*
COc1ccc(N2C(=O)C3C4c5ccccc5C(C3C2=O)[n+]2ccccc24)cc1 (stereo not drawn) | -50 | 27 | 11 | 10 | 0 | -14
Cc1ccc(CCl)c(O)c1 | -12 | -26 | -1 | -6 | 7 | -15
CCOC(=O)C(C)Br (stereo not drawn) | -25 | 15 | -8 | 28 | 45 | 5
CC(C)C(C)(O)C#N (stereo not drawn) | -23 | 2 | 18 | 3 | 3 | -2
CC(=O)OC1C2CCC3C(C)(O)C4CC(O)C(C)(C)C4(O)C(O)CC13CC2(C)O (stereo not drawn) | 6 | 0 | -37 | 5 | 21 | 0
Oc1cccc2cccnc12 (tested in a mixture with another compound) | -21 | 74* | 86* | 64 | 90* | 84*
CC(=O)[C-](Br)C(C)=O.CC(=O)[C-](Br)C(C)=O.CC(=O)[C-](Br)C(C)=O.[Ru+3] | -15 | 1 | 14 | -16 | 18 | 1
Cc1ccc2c(c1)SP(=S)(c1ccccc1)N2 (stereo not drawn) | 54 | 99* | 98* | 99* | 99* | 100*
CC(CN)c1c[nH]c2cc(F)ccc12 (stereo not drawn) | -4 | -31 | -43 | -20 | -13 | -20

Compound activity deposited in PubChem BioAssay by NCI.
